# Source: PubChem BioAssay (Southern Research Specialized Biocontainment Screening Center)
# PhoP GFP inhibition – PhoP regulon inhibitors, Salmonella typhi PhoP promoter GFP reporter, confirmatory (AID 1850) | Salmonella Typhi PhoP-promoter GFP reporter, fluorescence, 4 h; higher % means a stronger effect | one-dose inhibition, % at 50 µM; IC50 in µM for titrated hits | 310,000 compounds, 0.33% hits; in the data active = a potency from the dose series; inconclusive = inhibition mostly from about 25% at the one dose, without a potency; inactive = the rest, 99 in 100 with inhibition below about 19%;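 also: 0% = induced wells with vehicle and 100% = uninduced wells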
# M. tuberculosis HTS – M. tuberculosis growth inhibition, HTS (AID 449762); M. tuberculosis H37Rv growth inhibition, 7H9 media; higher % means a stronger effect; inhibition, % at 25 µM, or IC50 in µM where a hit was titrated; 330,000 compounds, 0.59% hits; in the data active = a potency from the dose series; inconclusive = inhibition above about 70% without an active follow-up result;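 also: bacterial growth assessed after seven days of incubation; strong numbers were not always called active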
# M. tuberculosis – growth inhibition of non-replicating M. tuberculosis (AID 488890); 320,000 compounds, 0.39% hits; inhibition, % at 25 µM; hits with a dose series show IC50 in µM; Mycobacterium tuberculosis non-replicating, growth inhibition; higher % means a stronger effect; in the data active = a potency from the dose series; inconclusive = inhibition mostly from about 82% at the one dose, without a potency; inactive = the rest, 99 in 100 with inhibition below about 76%;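 also: plate controls were DMSO cells for no effect and high antibiotic wells for full effect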
# inhibitors of VEEV – inhibitors of VEEV TC-83 cytopathic effect, confirmation, Vero cells (AID 588727); Vero cells, VEEV TC-83 cytopathic effect inhibition; higher % means a stronger effect; inhibition, % at 20 µM; hits with a dose series show IC50 in µM; 350,000 compounds, 0.13% hits; in the data active = a potency from the dose series; inconclusive = inhibition mostly from about 14% at the one dose, without a potency; inactive = the rest, 99 in 100 with inhibition below about 12%; also: strong numbers were not always called active
# influenza NS1A – H1N1 influenza NS1A inhibitors, functional cell based assay (AID 504329); NS1A functional cell-based assay, percent inhibition; higher % means a stronger effect; inhibition, % at 12.5 µM; hits with a dose series show IC50 in µM; 340,000 compounds, 0.3% hits; in the data active = a potency from the dose series; inconclusive = inhibition above about 27% without an active follow-up result; also: strong numbers were not always called active
# inhibitors of VEEV 10K pilot screen – further read-out of inhibitors of VEEV, marked with its call; inhibition, %; measured here: 10K pilot screen inhibition
# Active calls of the source: *; i = inactive; ? = inconclusive; · = no result given. Rows are unselected; any-hit rate near 1.5%.
SMILES,PhoP GFP inhibition,M. tuberculosis HTS,M. tuberculosis,inhibitors of VEEV,influenza NS1A,others
COc1ccc2c(c1)c1ncn(Cc3ccco3)c(=O)c1n2C,0%,44%,1%,6.4%,-3%,
O=C(NCCS(=O)(=O)N1CCN(c2ccccc2F)CC1)c1cccs1,-4%,-6%,-6%,0.9%,-5%,
Cc1ccc(C)c(S(=O)(=O)N2CCN(C(=O)CNC(=O)c3sc4ccccc4c3Cl)CC2)c1,·,·,·,1.2%,-12%,
Cc1cn(C2OC[C@@H](O)[C@@H]2CO)c(=O)[nH]c1=O (stereo partly drawn),2%,1%,-9%,0.5%,-7%,
O=S(=O)(/N=C(/c1ccc(F)cc1)N1CCCCC1)c1ccc(Cl)cc1,-5%,-3%,6%,0.2%,26%,
Cc1ccc(C(=O)NCCc2nnc3ccc(SCC(=O)Nc4ccccc4C)nn23)cc1,0%,-6%,3%,1.1%,-1%,
CCOc1ccc(NC(=O)CCC(=O)N/N=C(\C)c2cccs2)cc1,-1%,?,4%,1.2%,-7%,
O=S(=O)(Nc1cccc(-c2cn3c(n2)SCC3)c1)c1ccccc1F,-7%,-12%,19%,3.8%,-5%,
COc1ccccc1NC(=O)CC1C(=O)NCCN1C(=O)Nc1ccc(Cl)c(Cl)c1 (stereo not drawn),0%,-4%,34%,1.1%,5%,
O=C(NNC1=Nc2cccc3cccc1c23)c1ccc(Br)cc1,0%,?,?,1.3%,·,
CCOC(CNC(=O)Cn1nc(Cc2ccncc2)c2ccccc2c1=O)OCC,-4%,-4%,3%,0.7%,-3%,
CC1CCCC(O)(C(C(=O)O)c2ccccc2)C1 (stereo not drawn),·,·,·,i,2%,
COc1ccc(OC)c(/C=C/C(=O)OCC(=O)Nc2nnc(-c3ccccc3)o2)c1,·,0%,?,1.3%,-3%,
O=C(COC(=O)c1ccccc1OCc1ccccc1Cl)NC1CCS(=O)(=O)C1 (stereo not drawn),·,3%,10%,3.0%,-13%,
Cc1c(C(=O)Nc2ccccc2)c2cc(O)ccc2n1Cc1ccccc1,-8%,0%,22%,6.2%,-3%,

# Gathered by group: the compounds so far with a carbonyl joined to an NH by a bond outside any ring (10)
SMILES,PhoP GFP inhibition,M. tuberculosis HTS,M. tuberculosis,inhibitors of VEEV,influenza NS1A,others
O=C(NCCS(=O)(=O)N1CCN(c2ccccc2F)CC1)c1cccs1,-4%,-6%,-6%,0.9%,-5%,
Cc1ccc(C)c(S(=O)(=O)N2CCN(C(=O)CNC(=O)c3sc4ccccc4c3Cl)CC2)c1,·,·,·,1.2%,-12%,
Cc1ccc(C(=O)NCCc2nnc3ccc(SCC(=O)Nc4ccccc4C)nn23)cc1,0%,-6%,3%,1.1%,-1%,
CCOc1ccc(NC(=O)CCC(=O)N/N=C(\C)c2cccs2)cc1,-1%,?,4%,1.2%,-7%,
COc1ccccc1NC(=O)CC1C(=O)NCCN1C(=O)Nc1ccc(Cl)c(Cl)c1 (stereo not drawn),0%,-4%,34%,1.1%,5%,
O=C(NNC1=Nc2cccc3cccc1c23)c1ccc(Br)cc1,0%,?,?,1.3%,·,
CCOC(CNC(=O)Cn1nc(Cc2ccncc2)c2ccccc2c1=O)OCC,-4%,-4%,3%,0.7%,-3%,
COc1ccc(OC)c(/C=C/C(=O)OCC(=O)Nc2nnc(-c3ccccc3)o2)c1,·,0%,?,1.3%,-3%,
O=C(COC(=O)c1ccccc1OCc1ccccc1Cl)NC1CCS(=O)(=O)C1 (stereo not drawn),·,3%,10%,3.0%,-13%,
Cc1c(C(=O)Nc2ccccc2)c2cc(O)ccc2n1Cc1ccccc1,-8%,0%,22%,6.2%,-3%,

# Back to the main list, starting two compounds before the break.
SMILES,PhoP GFP inhibition,M. tuberculosis HTS,M. tuberculosis,inhibitors of VEEV,influenza NS1A,others
O=C(COC(=O)c1ccccc1OCc1ccccc1Cl)NC1CCS(=O)(=O)C1 (stereo not drawn),·,3%,10%,3.0%,-13%,
Cc1c(C(=O)Nc2ccccc2)c2cc(O)ccc2n1Cc1ccccc1,-8%,0%,22%,6.2%,-3%,
COc1cc(NC(=S)NCc2ccco2)cc(OC)c1,-1%,-2%,39%,0.8%,16%,
CCCn1c(SCC(=O)NCc2ccco2)nnc1C(C)C,14%,-4%,2%,1.6%,5%,
CCCn1c(Cc2ccccc2)n[nH]c1=S,-3%,-9%,8%,1.8%,-3%,
Cn1c(O)c(/C=N/c2ccccn2)c(=O)n(C)c1=O,-12%,-5%,0%,0.2%,-5%,
COc1cc(C(=O)N(c2ccc(C)c(C)c2)C2C=CS(=O)(=O)C2)cc(OC)c1OC (stereo not drawn),4%,3%,0%,0.7%,-2%,
OCC1(Cc2ccc(F)cc2F)CCCN(CCCc2ccccc2)C1 (stereo not drawn),9%,13%,13%,i,21%,
CC(=O)c1cccc(NC(=O)c2cc(-c3ccco3)on2)c1,8%,7%,-1%,0.3%,0%,
Cc1cccc(Nc2nc(NCCO)nc(N3CCCC3)n2)c1,4%,5%,-13%,0.2%,-7%,inhibitors of VEEV 10K pilot screen=0.7
COc1cccc(-c2cc(C(=O)N3CCCCCC3)no2)c1,4%,1%,28%,8.1%,4%,
Cc1nn2c(COc3ccc(NC(=O)c4ccccc4Cl)cc3)nnc2c2ccccc12,6%,2%,-8%,11%,-3%,
O=C1NC(=O)C(Cc2cccc(Oc3ccccc3)c2)S1 (stereo not drawn),10%,-6%,38%,0.8%,-6%,
CSc1cccc(NC(=O)CN(c2ccc(C)cc2C)S(C)(=O)=O)c1,2%,1%,-7%,4.4%,19%,
Cc1ccc(/C=N/Nc2cn[nH]c(=O)n2)o1,0%,12%,14%,0.1%,-9%,
Cn1ccnc1SCC(=O)N1CCc2ccccc21,-16%,-3%,-15%,2.4%,22%,
CC(C)N1CCN(Cc2ccc3c(c2)Cc2ccccc2-3)CC1CCO (stereo not drawn),-2%,1%,29%,6.1%,-2%,
Cc1cc(C(C)(C)C)cc(C)c1S(=O)(=O)N1CCN(C(=O)c2cc([N+](=O)[O-])c[nH]c2=O)CC1,-7%,-4%,26%,0.1%,1%,
Oc1ccccc1-c1cc(C(F)(F)F)nc(-c2ccccc2)n1,3%,6%,0%,1.8%,-5%,
N#C/C(=C/c1ccc(CNS(=O)(=O)c2ccccc2)o1)C(N)=O,-2%,11%,-9%,0.2%,2%,
Cc1cc(C)c(C)c(OCCCCn2cnc3ccccc3c2=O)c1,-10%,7%,9%,i,8%,inhibitors of VEEV 10K pilot screen=1.0
CCN(CC)C(=O)Cn1cnc2sc(C(=O)N3CCN(c4ccc(F)cc4)CC3)c(C)c2c1=O,-5%,-2%,-3%,4.1%,-19%,
Cc1cc(OC(C)C(=O)N(Cc2ccco2)C2CCS(=O)(=O)C2)cc(C)c1Cl (stereo not drawn),0%,-4%,44%,9.0%,32%,
Cn1cc(C(=O)c2ccc(Cl)cc2Cl)cc1C(=O)O,7%,-4%,8%,3.6%,6%,
CC(C)[C@H](NC(=O)c1ccco1)C(=O)OCC(=O)c1ccc(Br)s1,·,1%,8%,0.1%,4%,
Cc1ccc(S(=O)(=O)Cc2csc(N)n2)cc1,-4%,-11%,-25%,1.2%,7%,
O=C(CN1CCOCC1)Nc1ccccc1,-4%,-5%,-1%,0.1%,-14%,
COc1ccccc1CNC(=O)CCCn1c(=O)c2ccccc2n(CC(=O)NC2CCCC2)c1=O,-4%,12%,-3%,0.9%,-3%,
O=C(CCCC(=O)OCC(Cl)=C(Cl)Cl)Nc1ccc(F)cc1,-6%,-2%,23%,i,-5%,
CC(NC(=O)COC(=O)Cc1cccs1)c1ccc(F)cc1 (stereo not drawn),·,·,·,0.4%,-2%,
O=C(CCN1C(=O)S/C(=C\c2ccc(F)cc2)C1=O)Nc1ccc(C(=O)O)c(O)c1,4%,?,0.17µM*,1.5%,-7%,
c1ccc(CCCN2CCOCC2)cc1,12%,1%,-9%,i,0%,
Cc1ccc(NC(=S)C2=C(O)c3ccccc3N(C)S2(=O)=O)cc1,-5%,1%,74%,3.1%,4%,
O=C(CNS(=O)(=O)N1CCOCC1)N/N=C/c1cccnc1,7%,-10%,1%,2.2%,-4%,
O=C(NCC(=O)N(CC1CCCO1)C(C(=O)NC1CCCCC1)c1ccc(F)cc1)c1ccco1 (stereo not drawn),-3%,-3%,10%,1.7%,9%,
Cc1ccnc(NC(=O)CCc2c[nH]c3ccccc23)c1,-2%,26µM*,5.5µM*,7.3%,1%,
CCc1ccc(NS(=O)(=O)c2cc(OC)ccc2OC)cc1,-4%,-4%,12%,0.2%,-10%,
N#CCCn1cc(/C=N/NC(N)=S)c(-c2ccc(-c3ccccc3)cc2)n1,-15%,14%,10%,6.8%,8%,
CC(=O)c1ccc(NC(=O)c2cccc(NC(=O)c3ccccc3)c2)cc1,-1%,0%,3%,0.3%,17%,
COc1ccc(C(=O)NCCCCCC(=O)O)cc1OC,4%,-7%,-12%,1.9%,-1%,
Cc1ccc(C2C(C#N)=C(N)Oc3n[nH]c(-c4ccccc4)c32)o1 (stereo not drawn),8%,3%,14%,8.7%,9%,
S=c1[nH]ncn1/N=C/c1ccccn1,-5%,-1%,-4%,1.2%,7%,
Cc1cccc(C)c1NC(=S)NCCCN1CCCC1=O,1%,-2%,·,0.1%,10%,
CCC(=O)[C@@]1(C)[C@H](C)C[C@H]2[C@@H]3CCC4=CC(=O)C=C[C@]4(C)[C@H]3[C@@H](O)C[C@@]21C,7%,-3%,9%,1.0%,6%,
CCCNC(=O)c1ccccc1NC(=O)CSCc1ccc(OC)cc1,0%,4%,8%,i,8%,
CN(NS(=O)(=O)c1ccccc1)C(=O)c1ccccc1,·,·,·,3.4%,0%,
COCCn1c(SCC(=O)NCc2ccc(F)cc2)nc2ccccc21,8%,-1%,-2%,0.5%,8%,

# Filtered by structure, the entries above with a cyano group.
SMILES,PhoP GFP inhibition,M. tuberculosis HTS,M. tuberculosis,inhibitors of VEEV,influenza NS1A,others
N#C/C(=C/c1ccc(CNS(=O)(=O)c2ccccc2)o1)C(N)=O,-2%,11%,-9%,0.2%,2%,
N#CCCn1cc(/C=N/NC(N)=S)c(-c2ccc(-c3ccccc3)cc2)n1,-15%,14%,10%,6.8%,8%,
Cc1ccc(C2C(C#N)=C(N)Oc3n[nH]c(-c4ccccc4)c32)o1 (stereo not drawn),8%,3%,14%,8.7%,9%,

# Following part:
SMILES,PhoP GFP inhibition,M. tuberculosis HTS,M. tuberculosis,inhibitors of VEEV,influenza NS1A,others
CCOC(=O)c1[nH]c2c(c1C)C(=O)CC(c1ccc(F)cc1)C2 (stereo not drawn),-5%,-3%,7%,7.7%,-2%,
Cc1noc(NS(=O)(=O)c2ccc(NC(=O)c3ccc(F)cc3)cc2)c1C,·,3%,15%,i,8%,
Cc1ccc(/C=C/C(=O)OC(C)C(=O)Nc2ncc(Cl)cc2Cl)o1 (stereo not drawn),-6%,5%,-3%,1.2%,-5%,
COc1ccc(CCNS(=O)(=O)c2cc3c4c(c2)C(C)C(=O)N4CCC3)cc1OC (stereo not drawn),1%,-1%,8%,2.1%,2%,
CC(=O)c1ccc(N2CCN(C(=O)CCC(=O)c3cccs3)CC2)cc1,-1%,1%,?,i,-10%,
CCOc1cc(OCC)cc(C(=O)NCc2ccco2)c1,-1%,0%,22%,i,-20%,
COc1ccc(Sc2nc(-c3ccccc3)ncc2OC)cc1,5%,12%,15%,0.9%,-10%,
O=c1cc(-c2ccncc2)oc2ccccc12,1%,1%,-3%,8.9%,2%,
O=C1CCCN1CCCNS(=O)(=O)c1ccc(Br)cc1,3%,0%,-12%,i,0%,
CC1=Nc2ccccc2N=C(N)C1c1ccccc1 (stereo not drawn),-3%,8%,-7%,i,1%,
COc1ccc(-c2csc(NC(=S)NC(=O)c3cccs3)n2)cc1OC,·,·,·,?,-4%,
Cn1c(=O)cc(OCC(=O)NCCCN2CCN(c3cccc(Cl)c3)CC2)c2ccccc21,-1%,2%,-22%,6.6%,13%,
CCc1ccc(NC(=O)C2C3/C=C\CCCCC32)cc1 (stereo not drawn),-5%,-8%,-5%,i,23%,
CCOC(=O)c1c(NS(C)(=O)=O)sc2c1CCC(C)C2 (stereo not drawn),16%,69%,?,i,-1%,
OC1(c2cccnc2)CC2CCC(C1)N2Cc1nnnn1Cc1ccccc1 (stereo not drawn),3%,-6%,0%,2.2%,8%,
Cc1ccccc1-n1nc2c(c1NC(=O)c1cccs1)CS(=O)(=O)C2,4%,5%,11%,0.0%,1%,
O=C(NCC(O)c1ccccc1)c1ccc(Cl)c(S(=O)(=O)N2CCCCC2)c1 (stereo not drawn),-2%,-4%,1%,8.4%,-14%,
CCOc1ccc(NC(=O)C2C3c4ccccc4C(c4ccccc43)C2C(=O)O)cc1 (stereo not drawn),0%,3%,-3%,0.1%,-5%,
